# Bioassay records deposited in PubChem BioAssay by several laboratories.
# OX1R FRET antag – antagonists of human orexin 1 receptor (OX1R); 1.8% of 330,000 active; OX1R-expressing cells, FRET antagonist read-out; inhibition, % at 6.6 µM; in the data active = inhibition mostly above about 38%, no sharp cut-off; inactive = mostly below about 40%;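 also: 0% = agonist challenge alone and 100% = reference antagonist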
# Target sequence (O43613 whole entry, looked up): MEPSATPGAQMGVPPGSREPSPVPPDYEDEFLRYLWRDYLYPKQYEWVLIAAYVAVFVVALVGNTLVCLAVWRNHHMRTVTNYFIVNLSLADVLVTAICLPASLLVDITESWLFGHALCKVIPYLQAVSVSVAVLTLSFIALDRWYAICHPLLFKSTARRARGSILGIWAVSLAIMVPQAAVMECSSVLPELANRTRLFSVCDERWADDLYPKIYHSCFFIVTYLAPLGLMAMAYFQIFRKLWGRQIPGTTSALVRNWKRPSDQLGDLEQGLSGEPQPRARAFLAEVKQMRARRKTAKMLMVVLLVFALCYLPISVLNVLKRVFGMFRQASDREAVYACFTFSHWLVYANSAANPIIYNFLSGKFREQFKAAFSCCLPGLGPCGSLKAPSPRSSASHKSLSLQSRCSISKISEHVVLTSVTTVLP
# STK33 inh – inhibitors of purified STK33 kinase, primary screen, biochemical, ADP-Glo luminescence, homogeneous, cell-free. AID 2661, 2010. inhibition, % at 10 µM. MBP phosphorylation. 0.073% of 320,000 active;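 active = inhibition at or above 25%, using the most active replicate where run in duplicate; inactive = inhibition below 25%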
# Target sequence (Q9BYT3 whole entry, looked up): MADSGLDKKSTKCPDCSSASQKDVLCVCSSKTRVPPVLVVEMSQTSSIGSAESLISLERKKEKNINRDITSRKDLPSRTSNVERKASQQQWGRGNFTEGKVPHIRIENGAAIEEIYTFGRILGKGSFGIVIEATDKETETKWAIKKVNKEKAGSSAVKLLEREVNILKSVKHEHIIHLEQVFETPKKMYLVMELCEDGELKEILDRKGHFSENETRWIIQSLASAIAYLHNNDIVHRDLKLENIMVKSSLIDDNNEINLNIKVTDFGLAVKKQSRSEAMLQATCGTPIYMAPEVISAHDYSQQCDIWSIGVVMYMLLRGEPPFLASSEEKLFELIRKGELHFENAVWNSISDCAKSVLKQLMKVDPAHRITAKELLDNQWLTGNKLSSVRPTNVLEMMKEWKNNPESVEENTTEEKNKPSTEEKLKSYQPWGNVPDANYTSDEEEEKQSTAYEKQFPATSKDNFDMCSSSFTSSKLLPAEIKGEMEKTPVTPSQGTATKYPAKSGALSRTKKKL
# An asterisk follows results filed as active; . = not tested or not shown. Compounds as they come; any-hit rate near 1.8%.
SMILES | OX1R FRET antag | STK33 inh
O=C(CSc1ccc(-c2ccccn2)nn1)N1CCCC1 | 3.2 | 0.5
COc1cccc(/C=C/C(=O)NCCc2ccc3c(c2)OCCO3)c1 | 17.3 | -3.0
CCN(CCC#N)c1ccc(/C=N/Nc2nc(C)cc(=O)[nH]2)c(C)c1 | 14.9 | -0.5
Cc1cccnc1NC(=O)CNC(=O)c1sc2ccccc2c1Cl | 14.8 | -1.0
NC(=O)C1CC(=O)N(c2ccc(OCc3ccc(Cl)cc3Cl)cc2)C1 (stereo unspecified) | 10.6 | 0.5
CCCn1c(C)cc(C(=O)COc2ncnc3sccc23)c1C | -1.5 | -1.1
Cc1cccc(N2O[C@H]3C=CC2CCCC3)n1 | 3.4 | .
Fc1ccc(-n2c(-c3ccc4ccccc4n3)n[nH]c2=S)cc1 | 8.0 | -2.4
O=C(Cn1nnc(-c2cccs2)n1)Nc1ccccc1C(F)(F)F | 15.9 | -1.1
Cc1c(C(=O)N(Cc2ccncc2)CC2CCCO2)oc2c(F)cccc12 (stereo unspecified) | 22.1 | -1.5
CCn1c(SCC(=O)NC2CCCCC2)nnc1-c1ccco1 | 3.5 | -1.8
CC1(C)O[C@@H]2C[C@H]3[C@@H]4C[C@H](F)C5=CC(=O)C=C[C@]5(C)[C@H]4[C@@H](O)C[C@]3(C)[C@]2(C(=O)CO)O1 | 5.4 | 0.2
CCCCc1cc2c(cc1NC(=O)CN1CCCCC1)OCCO2 | 12.4 | -1.3
CSc1ccccc1NC(=O)CSc1n[nH]c(C)c1[N+](=O)[O-] | 16.2 | 0.1
O=C1CCC(C(=O)N2CCCC(N3CCN(c4cccc(C(F)(F)F)c4)CC3)C2)=NN1 (stereo unspecified) | 15.4 | -0.6
CCc1sc(C(=O)NCc2cc(C)n(C)n2)cc1Br | 2.1 | -0.8
Cc1ccc(C(=O)C2CCN(C(=S)NCC3CCCO3)CC2)cc1 (stereo unspecified) | 30.9 | -1.3
O=C(Nc1ccc(Cc2ccc(NC(=O)C3CC3)cc2)cc1)C1CC1 | 4.8 | -0.6
COC(=O)CCCc1nc2ccccc2s1 | 5.3 | 0.5
Cc1ccc(CCN2CC(C(=O)NCCc3ccccc3)CC2=O)cc1 (stereo unspecified) | -2.5 | -2.1
Clc1ccc(Oc2ccccc2)c2ncccc12 | 13.2 | -1.0
COc1ccc(OC)c(-c2cc(C(=O)Nc3c(C)n(C)n(-c4ccccc4)c3=O)no2)c1 | 29.4 | -0.9
O=C(NCc1ccccc1Cl)[C@@H]1CCCN1S(=O)(=O)c1ccc(Cl)cc1 | 16.9 | 1.7
C=CCNC(=S)NNC(=O)c1ccccc1OCC | 20.3 | -0.1
CN(c1ccccc1)S(=O)(=O)c1ccc(Cl)nc1 | 19.4 | -0.3
CC(C)[C@H](NC(=O)N1CC(=O)Nc2ccccc21)C(=O)N[C@H](Cc1ccccc1)C(=O)O | 6.3 | -1.9
O=C1N=C(N2CCCC2)S/C1=C\c1cn[nH]c1-c1ccccc1 | 20.9 | -0.9
CCC(C)[C@H](NC(=O)N1CCn2c1nc1ccccc12)C(=O)NCc1ccccc1 (stereo partly specified) | 36.4 | -0.5
C#CCOc1c(Br)cc(/C=N\NC(=O)CN2CCOCC2)cc1OCC | 11.6 | -1.2
COc1ccc(CN2C[C@H](C)[C@@H](CC(=O)NCc3ccccc3)C2=O)cc1 | 32.1 | 0.0
O=C(c1cnn2ccccc12)N1CCN(C2CCCCC2)CC1 | 14.3 | 0.6
CCOc1ccccc1CN1CCN(C2CCOCC2)CC1CCO (stereo unspecified) | 24.2 | -1.2
CN1c2ccccc2C(C)(C)C12CC(CCl)=NO2 (stereo unspecified) | 23.1 | -2.8
NC(=O)c1cc(NC(=O)CCNS(=O)(=O)c2cccc(C(F)(F)F)c2)cc(C(N)=O)c1 | 22.5 | 3.1
O=C(CSc1ccccc1C(=O)O)Nc1cccc(C(=O)O)c1 | 12.4 | -1.1
O=C(Nc1ccccc1)c1ccc(NC(=O)C2CC2)cc1 | 23.5 | -0.4
CCOC(=O)c1sc(NC(=O)CSc2nc3ccccc3o2)c(C(=O)OCC)c1C | 9.5 | -2.7
Cc1ccc(S(=O)(=O)Nc2ccc3cn[nH]c3c2)c(C)c1 | 4.7 | 0.7
CCN(Cc1ccncc1)C(=O)CC1C(=O)NCCN1Cc1ccc(F)c(F)c1 (stereo unspecified) | 3.6 | -2.4
CCOC(=O)c1c(N)sc(C(O)(C(F)(F)F)C(F)(F)F)c1-c1ccc(F)cc1 | 16.9 | 10.4
CCN1CCN(C(CNC(=O)c2ccc3c(c2)OCO3)c2cccnc2)CC1 (stereo unspecified) | -12.1 | 0.7
Cc1ccc(C(=O)Nc2cccnc2)cc1Cl | -2.0 | 0.9
Cc1c(-c2ccccc2)cn2c1-c1ccc(C)n1CC2 | 33.5 | -0.8
CC[C@]1(C(=O)OC)[C@H]2C(=O)N(Cc3ccccc3)C(=O)[C@H]2[C@H]2CN=C(SCC(=O)c3ccccc3)N21 | 4.6 | .
O=[N+]([O-])c1ccc(N2CCN(CC(O)COc3ccccc3)CC2)cc1 (stereo unspecified) | 16.0 | -2.6
COc1ccccc1N1CCN(C(=O)CSc2ncccc2-c2nc3ccccc3[nH]2)CC1 | 2.5 | -0.6
CCN(CC)CCN(Cc1cc2cc3c(cc2[nH]c1=O)OCCO3)C(=O)NC1CCCCC1 | 10.2 | -0.3
COc1cccc(C(=O)NCCCn2ccnc2)c1 | -1.3 | -3.0
CN(C)c1ccc(/C=C/c2nc3ccccc3c(=O)n2CCO)cc1 | 51.7* | -0.4
COc1cccc(NC(=S)N(CCN(C)C)C(C)c2cccnc2)c1 (stereo unspecified) | 26.6 | -1.1

# More compounds:
SMILES | OX1R FRET antag | STK33 inh
CN(C)c1ccc(NC(=O)CN2CCC(C(=O)c3ccc(F)cc3)CC2)cc1 | 0.9 | 13.4
COc1cc(/C=N/Nc2ccc(C(=O)O)cc2)cc(OC)c1OC | 10.9 | 0.0
Cc1cccc(-n2ccnc2SCC(=O)Nc2ccc3c(c2)OCCO3)c1 | 36.0 | -0.3
COc1cccc(N2CC(NS(=O)(=O)c3cccnc3)CC2=O)c1 (stereo unspecified) | 5.8 | -0.6
Cn1cc(CN2CCCCC2CO)c(-c2ccc(Oc3ccccc3)cc2)n1 (stereo unspecified) | 29.4 | 0.2
Cc1ccc(CN2CCSc3ccc(C(=O)NCC4CCCO4)cc32)cc1 (stereo unspecified) | 18.5 | -2.5
Cc1nc2c3cnn(-c4ccc(C)c(C)c4)c3ncn2n1 | 32.8 | 0.1
COc1ccc(NC(=O)C(C)N2CCN(C)CC2)cc1 (stereo unspecified) | 2.5 | 6.2
CCN1CCN(c2nc3c(C)cccn3c(=O)c2/C=C(\C#N)C(=O)NCCCOC)CC1 | 31.5 | -1.9
C=CCOn1c(=O)c(C)[n+]([O-])c2ccccc21 | 76.3 | 0.1
CC(C)c1csc(CN2CCC(CO)(Cc3cccc(F)c3)CC2)n1 | 35.6 | -2.1
CCOC(=O)c1cnn(-c2ccccc2)c1N | 0.0 | -0.6
Cc1cc(C)c2sc(N(CCCN(C)C)C(=O)c3ccc(S(=O)(=O)N(C)Cc4ccccc4)cc3)nc2c1 | 11.5 | -0.6
O=[N+]([O-])c1ccc2oc(-c3cccc(O)c3)nc2c1 | 29.5 | 2.3
CSc1ccccc1NC(=O)Cc1ccc(Br)cc1 | 18.8 | -2.3
O=C(CN1CCN(S(=O)(=O)c2ccccc2F)CC1)Nc1ccccc1C(=O)c1ccccc1 | 6.4 | 1.2
COc1ccc(CC(=O)OCc2nnc(C3COc4ccccc4O3)o2)cc1OC (stereo unspecified) | 8.3 | -0.7
Nc1ccc(O)c([N+](=O)[O-])c1 | 48.9* | 0.1
O=C(NCc1ccc(F)cc1Cl)C1CCN(S(=O)(=O)N2CCCCC2)CC1 | 16.9 | -0.7
Cc1ccc(-c2csc(NC(=O)CSc3nnc4c(n3)[nH]c3ccccc34)n2)cc1 | 19.4 | -0.8
Cc1ccc(C(=O)NN2C(=O)/C(=C/c3cn(C)c4ccccc34)SC2=S)cc1 | 4.0 | -1.3
Cc1ccc(SCC(=O)OCC(=O)NCc2cccs2)cc1 | 10.2 | -0.9
O=C(Nc1ccc(Cl)cc1)Nc1ccc2c(c1)N1CCN=C1S2 | 25.3 | 1.3
CCCOC(=O)C1=C(C)NC(=O)NC1c1ccc(Br)s1 (stereo unspecified) | 17.7 | 0.1
CCNC(=O)Oc1ccc(-c2csnn2)cc1 | 19.1 | -0.1
COC(=O)[C@@]1(Cc2ccc(OC)cc2)[C@@H]2[C@@H](CC(=O)[C@H]2CC(=O)C(=O)N(C)C)CN1C(=O)c1ccccc1 | 19.6 | 0.3
Cc1ccc(C)c(S(=O)(=O)Nc2ccc(C(=O)NCCc3ccccn3)cc2)c1 | 31.9 | 0.5
O=C(COC(=O)CNC(=O)c1ccccc1F)Nc1cccnc1Cl | 20.9 | -0.5
O=C(O)c1ccc(N2CCN(C(c3ccccc3)c3ccccc3)CC2)c([N+](=O)[O-])c1 | -3.5 | -1.6
CCOC(=O)C1=C(C)NC(SC(C)=O)=NC1c1ccc(OC(C)=O)c(OC)c1 (stereo unspecified) | 15.0 | 1.4
COc1ccc(-c2ccc(SCC(=O)N3CCOCC3)nn2)cc1OC | 8.3 | -0.2
Cc1cc(C)nc(N2CCCC(C(=O)Nc3cccc(Cl)c3)C2)n1 (stereo unspecified) | 39.5 | 0.3
CSc1ccc(CNC2CC2)cc1 | -2.0 | 0.0
Cc1ccc(S(=O)(=O)Nc2ccc(Br)cc2C(NCC(=O)O)c2ccccc2)cc1 (stereo unspecified) | 14.3 | -2.6
CCN(CC)CCNC(=O)c1cn(CCOC)c(=O)c2c1c1ccccc1n2C | 9.3 | -0.4
COC(=O)c1scc(S(=O)(=O)C(C)(C)C)c1N | 12.4 | 0.5
O=C(O)c1ccc2c(=O)n(Cc3ccccc3)c(SCc3ccc([N+](=O)[O-])cc3)nc2c1 | 9.8 | -1.4
O=c1cc(NS(=O)(=O)c2ccccc2)nc(SCc2ccccc2Cl)[nH]1 | 24.1 | -0.4
COc1cccc(C(=O)OCCN2CCOCC2)c1 | 4.9 | -1.5
COc1cc(O)c(C(CCN2CCCCC2)c2cc(OC)c(OC)c(OC)c2)c(OC)c1 (stereo unspecified) | 16.6 | -1.3
O=C(NC(CO)C(O)c1ccc([N+](=O)[O-])cc1)C(Cl)Cl (stereo unspecified) | 11.9 | -1.7
COC(=O)Cn1cc(C(=O)C2CC2)c2ccccc21 | 14.0 | -1.2
O=c1oc(-c2cccs2)nc2c1cnn2-c1ccccc1 | 6.9 | -0.6
CC(C)C(NC(=O)C1CCC(C(C)(C)C)CC1)C(=O)NCc1cccnc1 (stereo unspecified) | 7.3 | -2.6
O=C(NC1CCCC1)c1nc2c(nnn2Cc2ccccc2Cl)c(=O)[nH]1 | 10.3 | -1.5
O=C(O)Cc1sc(N/N=C\c2ccncc2)nc1-c1ccccc1 | 29.9 | 1.9
COc1ccc(C(=O)/C=C/c2ccc(N3CCCCC3)c([N+](=O)[O-])c2)c(OC)c1 | 18.4 | 0.2
CCCc1c(C)nc(N2CCN(c3cccc(OC)c3)CC2)[nH]c1=O | 5.2 | -0.3
Cc1ccc(-c2nnn(CC(=O)N(c3cccc(O)c3)C(C(=O)NC(C)(C)C)c3cccs3)n2)o1 (stereo unspecified) | 12.1 | -0.5
Cc1ccc(-c2nc(C3CCN(S(C)(=O)=O)CC3)no2)cc1 | 16.1 | 0.6

# 6 records picked at random from the list so far:
SMILES | OX1R FRET antag | STK33 inh
Cc1ccc(S(=O)(=O)Nc2ccc3cn[nH]c3c2)c(C)c1 | 4.7 | 0.7
Cc1nc2c3cnn(-c4ccc(C)c(C)c4)c3ncn2n1 | 32.8 | 0.1
O=C(NCc1ccccc1Cl)[C@@H]1CCCN1S(=O)(=O)c1ccc(Cl)cc1 | 16.9 | 1.7
Cc1ccc(-c2nc(C3CCN(S(C)(=O)=O)CC3)no2)cc1 | 16.1 | 0.6
CN1c2ccccc2C(C)(C)C12CC(CCl)=NO2 (stereo unspecified) | 23.1 | -2.8
CCN(CC)CCN(Cc1cc2cc3c(cc2[nH]c1=O)OCCO3)C(=O)NC1CCCCC1 | 10.2 | -0.3

# (further entries)
SMILES | OX1R FRET antag | STK33 inh
O=C(NCc1ccccc1)c1cc(-c2ccncc2)nc2ccc(S(=O)(=O)N3CCOCC3)cc12 | 6.7 | -0.9
Cc1ccc(CCN2CC(C(=O)NCCN3CCCCCC3)CC2=O)cc1 (stereo unspecified) | 3.1 | -1.8
O=C(c1ccco1)N1CCN(c2nc(-c3ccc(F)cc3)cs2)CC1 | 29.3 | -0.8
CC(C)OCC(O)CN1CCN(CC(O)COc2ccc3c(c2)OCO3)CC1 (stereo unspecified) | 12.3 | -0.4
Cc1ccc(NC(=O)COC(=O)CN2CSCC2=O)cc1C | 17.8 | -0.8
COc1ccc(Cl)cc1NC(=S)N1CCN(c2ncccn2)CC1 | 10.0 | -0.7
CCOC(=O)C1CCN(C(c2cccc(F)c2)c2sc3nc(C)nn3c2O)CC1 (stereo unspecified) | 0.6 | 0.0
COc1ccc(CCNC(=O)CN(c2ccccc2OC)S(C)(=O)=O)cc1 | 4.7 | -1.1
O=[N+]([O-])c1ccc(CN2CCCCCC2)s1 | 15.0 | -1.1
CN(C)C(=O)c1nc2ccc(Cl)cn2c1CN1CCCC(OCc2cccnc2)C1 (stereo unspecified) | 11.5 | -1.5
CCN(Cc1ccc(OC)c(F)c1)C(=O)c1cc2ccccc2o1 | 1.5 | -1.0
O=c1oc(-c2ccc([N+](=O)[O-])cc2)nc2ccccc12 | 20.4 | -2.6
O=C(N/N=C/c1ccc(F)cc1)c1cc(-c2ccco2)nc2ccccc12 | 18.5 | 0.6
O=C(CSc1ncccn1)NCc1cccc(Cl)c1 | 8.1 | -0.6
CCn1cc(CNC(=O)c2ccc3nc(Cc4ccc(OC)cc4)oc3c2)cn1 | 24.0 | 0.5
CCOC(=O)Cc1csc(NC(=O)c2ccc([N+](=O)[O-])cc2[N+](=O)[O-])n1 | 45.1 | -2.8
CCN(c1ccccc1)S(=O)(=O)c1ccc(OC)c(NC(=O)C2CC(=O)N(Cc3ccccc3)C2)c1 (stereo unspecified) | 17.6 | -3.5
